4-MU autofl: compounds fluorescent in 4-MU spectral region; compound autofluorescence, 340/450 nm, 4-MU equivalents; active compounds read high; max dye-equivalent concentration, M; 59,000 tested, 11% active; in the data active = max dye-equivalent concentration above about 10 nM; inconclusive = mostly about 1.1 nM to 9.6 nM
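Compounds in 100 mM Tris, pH 8.0, sat 15 min at room temperature before fluorescence was read at 340 nm excitation/450 nm emission; a per-plate six-point 4-MU standard curve converted signals to dye-equivalent concentration at each compound concentration.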
TexasRed autofl: compound fluoresces in the Texas Red spectral region; Compound fluorescence, Texas Red channel, 547/618 nm; active compounds read high; max dye-equivalent concentration, M; 59,000 tested, 0.06% active; AID 587; in the data active = max dye-equivalent concentration above about 10 nM; inconclusive = between about 1.1 nM and that limit
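Fluorescence at ex 547/em 618 nm, normalized against an on-plate Texas Red standard series to give dye-equivalent concentration per compound concentration. Buffer 100 mM Tris, pH 8.0; 15 min RT incubation before CCD imaging.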
ALOX15 inhib: 15-hLO (ALOX15) enzyme inhibition; P16050; purified 15hLO-1, xylenol orange hydroperoxide absorbance; Potency, µM (titrated, usually from 57.1 µM), without a hit: at the top dose activity change, negative = inhibition, hits mostly inhibitors; 74,000 tested, 1.4% active; AID 887; also: potency is read from the fitted curve at half-maximal effect; % is scaled to controls: 0 for no effect and ±100 for the full control effect; nearly all actives have a fitted effect of over 55% in size
Target sequence (P16050 whole entry, looked up): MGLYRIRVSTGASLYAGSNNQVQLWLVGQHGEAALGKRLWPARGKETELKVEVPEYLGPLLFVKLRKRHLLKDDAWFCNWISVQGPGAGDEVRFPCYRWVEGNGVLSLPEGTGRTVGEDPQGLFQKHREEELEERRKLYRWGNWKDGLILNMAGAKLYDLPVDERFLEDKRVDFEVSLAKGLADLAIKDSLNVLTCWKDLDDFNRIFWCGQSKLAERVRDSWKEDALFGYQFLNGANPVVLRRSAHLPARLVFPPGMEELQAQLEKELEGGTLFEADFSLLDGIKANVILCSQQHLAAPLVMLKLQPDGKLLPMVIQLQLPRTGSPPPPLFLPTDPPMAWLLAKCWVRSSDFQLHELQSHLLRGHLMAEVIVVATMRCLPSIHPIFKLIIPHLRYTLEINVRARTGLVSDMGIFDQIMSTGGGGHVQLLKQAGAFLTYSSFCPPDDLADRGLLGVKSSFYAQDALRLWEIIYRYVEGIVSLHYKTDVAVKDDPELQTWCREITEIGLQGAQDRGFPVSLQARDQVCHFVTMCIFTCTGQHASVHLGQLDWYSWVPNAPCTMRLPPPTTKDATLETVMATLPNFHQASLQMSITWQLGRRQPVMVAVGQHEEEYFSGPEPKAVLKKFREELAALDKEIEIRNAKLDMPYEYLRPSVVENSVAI
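Hydroperoxide formed from arachidonic acid (50 uM) by purified human 15hLO-1 (40 nM) oxidizes ferrous iron, and the ferric-xylenol orange complex is read at 573 versus 405 nm. Compounds were preincubated 15 min; reaction ran 6 min at room temperature.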
Fluorescein fluor: fluorescein region autofluorescence; Compound autofluorescence, 480/540 nm, fluorescein-equivalent; active compounds read high; max fluorescein-equivalent concentration, M; 59,000 tested, 0.91% active; in the data active = max fluorescein-equivalent concentration above about 10 nM; inconclusive = between about 1.1 nM and that limit
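Autofluorescence profiling; 100 mM Tris, pH 8.0; incubation 15 min at RT; ex/em 480/540 nm; result as fluorescein-equivalent concentration.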
Ub-GFP proteasome: proteasome inhibitors stabilizing ubiquitin-GFP reporter. Ubiquitin-GFP reporter cells, proteasome inhibition, GFP fluorescence; response scale: untreated = 0%, 10 µM MG-132 = 100%. Potency, µM (doses to about 45.9 µM), inactives show at the top dose activation (GFP accumulation), actives largely listed as activators. 67,000 tested, under 10 active; active = well fitted activation curve with a large enough effect, not every such curve was filed as active; inconclusive = small, poorly fitted or top-dose-only effect, or another doubt; inactive = no such curve, though single readings can be large or run the other way; also: potency is read from the fitted curve at half-maximal effect
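Proteasome blockade was scored as a rise in GFP-expressing U2OS cells carrying a ubiquitin(G76V)-GFP construct, imaged after 4 hr compound treatment at 37 °C across a 46 uM–2.9 nM series.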
HADH2 inhib: HADH2 (human) dehydrogenase inhibition; recombinant HADH2, NADH fluorescence, beta-hydroxybutyryl-CoA; Potency, µM (highest dose often 57.1 µM), inactives show top-dose activity change, negative = inhibition, hits mostly inhibitors; 73,000 tested, 3.4% active; AID 886; also: potency is read from the fitted curve at half-maximal effect; % is scaled to controls: 0 for no effect and ±100 for the full control effect; nearly all actives have a fitted effect of over 60% in size; many of its hits are not listed in these tables
Target sequence (Q99714 whole entry, looked up, one chain of several): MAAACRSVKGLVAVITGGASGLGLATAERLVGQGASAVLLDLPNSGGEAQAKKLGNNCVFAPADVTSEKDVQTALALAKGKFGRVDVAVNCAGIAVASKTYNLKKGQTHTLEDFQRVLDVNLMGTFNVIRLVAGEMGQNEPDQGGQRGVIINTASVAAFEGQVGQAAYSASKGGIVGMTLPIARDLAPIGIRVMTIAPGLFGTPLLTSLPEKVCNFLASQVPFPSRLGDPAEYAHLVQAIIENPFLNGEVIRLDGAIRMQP
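NADH fluorescence (ex 360/em 450 nm) read every 30 s for 4 min; activity taken as last-minus-first time point difference. Enzyme 20 nM, NAD+ 1 mM, beta-hydroxybutyryl-CoA 90 uM, pH 9.0 Tris buffer.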
HBB splicing: modulators of hemoglobin beta chain splicing; HBB splicing reporter cell assay, activation; EGFP reporter with mutant IVS2-654 intron; response scale: normalised to 500 nM splice-correcting PNA; Potency, µM (highest dose often 46.1 µM), for inactives: at the top dose activation, hits mostly activators; 65,000 tested, 0.06% active; also: potency is read from the fitted curve at half-maximal effect; 0% is about no effect
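Compounds were applied for 2 days to HeLa EGFP-654 cells, 500/well in Optimem with 2% FCS. The reporter's EGFP is disrupted by mis-splicing of beta-globin intron IVS2-654. Readout: summed well GFP fluorescence from 488 nm laser scanning; reference was 500 nM antisense […] 654 PNA.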
GFP derepression: epigenetic modulators derepressing GFP locus in mouse cells; mouse C127i GFP locus derepression, cytometry, 30 h; Potency, µM (highest dose often 46.1 µM), for inactives: at the highest dose GFP derepression (activation); 68,000 tested, 0.09% active; AID 597; also: % of control where 0% means no effect
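Read-out is the number of GFP-positive cells, scored as fluorescent objects 20 to 120 um wide, reflecting derepression of a silenced CMV-GFP reporter in murine C127i cells after 30 h compound exposure at 37 C.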
Rhodamine fluor: rhodamine region autofluorescence. Rhodamine-region fluorescence, 547/598 nm, Tris buffer; active compounds read high. max dye-equivalent concentration, M. 59,000 tested, 0.05% active; in the data active = max dye-equivalent concentration above about 11 nM; inconclusive = between about 1.1 nM and that limit
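Compounds in 100 mM Tris buffer, pH 8.0, were incubated 15 min at room temperature, then read at 547 nm excitation and 598 nm emission. Fluorescence was normalized against a per-plate six-point rhodamine standard curve as dye-equivalent concentration.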
Hsp90 Hop PPI: changes Hsp90-Hop TPR2A binding signal, up or down; AlphaScreen TPR2A-His6 binding biotin-Hsp90 C-terminal peptide; Potency, µM (series often up to 57 µM), inactives show at the top dose activity change, negative = inhibition; 71,000 tested, 0.44% active; AID 595; active = well fitted curve in either direction with a large enough effect; inconclusive = small, poorly fitted or top-dose-only effect, or another doubt; also: potency is read from the fitted curve at half-maximal effect; % is scaled to controls: 0 for no effect and ±100 for the full control effect; many of its hits are not listed in these tables
Pol III holo inh: blocks replication by bacterial DNA polymerase III holoenzyme. reconstituted DNA polymerase III holoenzyme replication, biochemical. 71,000 tested, 0.25% active. Potency, µM (highest dose often 57.1 µM), for inactives: at the top dose activity change, negative = inhibition. AID 603; also: potency is read from the fitted curve at half-maximal effect; % is scaled to controls: 0 for no effect and ±100 for the full control effect
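Reconstituted *E. coli* holoenzyme (0.35 nM Pol III, 1 nM beta, 154 nM SSB, 2 nM primase) was preincubated with compound for 15 min at RT. Synthesis on 1.4 nM ssM13Gori ran 35 min, then was stopped with PicoGreen/EDTA and read as dsDNA fluorescence.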
* hit, by the source's call; i = inactive; ? = inconclusive; . = no result given; [ ] = dose if it differs, or a comment. Unless noted, calls follow the shape of the dose curve; as a rule, active = well fitted curve in the direction sought with a large enough effect; inconclusive = small, poorly fitted or top-dose-only effect, or another doubt; inactive = no such curve, though single readings can be large; an effect the other way counts as inactive or inconclusive. Only part of the results is shown. The share of hits here may be higher or lower than overall.

mol	Hsp90 Hop PPI	Ub-GFP proteasome	HBB splicing	HADH2 inhib	TexasRed autofl	GFP derepression	Pol III holo inh	4-MU autofl	Rhodamine fluor	Fluorescein fluor	ALOX15 inhib
COc1ccc(N2Cc3cccc(C(=O)NC(C)CCc4ccco4)c3C2=O)cc1 (stereo unspecified)	9%	0%	0.9%	20µM*	.	0%	-14%	.	.	.	20µM*
Cc1cccc(N(CC(=O)NCC2CCCO2)C(=O)CCC(=O)Nc2cc(C)on2)c1 (stereo unspecified)	-2%	1%	.	15%	i	-2%	-5%	i	i	i	6%
O=C(NC1CCCC1)C1CCCN1C(=O)Nc1ccccc1Cl (stereo unspecified)	-1%	-8%	.	-2%	?	1%	0%	i	i	i	-5%
Cc1ccc(O)c(NC(=O)C2CC(c3c(F)cccc3Cl)=NO2)c1 (stereo unspecified)	-3%	3%	0.0%[57.5 µM]	2%	i	6%	8%	i	i	?	-26%
O=C(NCCC1=CCCCC1)C1CCN(S(=O)(=O)c2ccc(-n3cnnn3)cc2)CC1	-1%	0%	-1.3%	5%	i	-1%	-1%	i	i	i	-5%
CCOC(=O)c1cc(NC(=O)OC)c(C)nc1C	-6%	1%	0.1%[57.5 µM]	3%	i	1%	-6%	i	i	i	?
COc1cc(C(=O)O)c([N+](=O)[O-])c(OC)c1OC	-1%[11 µM]	-5%[9.17 µM]	-2.8%[9.22 µM]	-2%[11.4 µM]	i	0%[9.22 µM]	-7%[11.4 µM]	i	i	i	13%[11.4 µM]
N#CCCn1c(=O)c(-c2ccccc2)nc2cnc(Oc3ccccc3)nc21	-6%	11%	1.4%	-15%	i	3%[9.22 µM]	-2%	2.6e-08M*	i	i	3%
Cc1cnc(C(=O)OCC(=O)NC2CCCC(C)C2C)cn1 (stereo unspecified)	-2%	2%	0.5%[57.5 µM]	-11%	i	2%	-4%	i	i	i	6%
COc1ccc2nc(NC3=NCCC3)sc2c1	-7%	2%	-0.2%[57.5 µM]	-7%	?	0%	-4%	i	i	?	11%
Oc1ccc(CN2CCN(Cc3ccccc3)CC2)c2cccnc12	4µM*	-3%	.	-18%	i	?	-1%	i	i	i	59%[activator]
CCOC(=O)C1CCN(C(=O)COc2cc(C)c(Br)cc2C)CC1	2%	1%	-0.7%	8%	i	3%	0%	i	i	i	-16%
Cc1cc(N2CCN(C(=O)OC(C)(C)C)CC2)n2ncnc2n1	-2%	0%	.	5%	i	-1%	1%	i	i	i	2%
O=C(c1ccncc1)N1C2C=CC(C2)C1(C(F)(F)F)C(F)(F)F (stereo unspecified)	-5%	-4%	2.8%	12%	i	-3%	-8%	i	i	?	6%
CS(=O)(=O)Nc1cccc(-c2nc(N3CCNCC3)c3ccccc3n2)c1	-2%	-6%	0.9%	13%	i	0%[9.22 µM]	-7%	i	i	i	-6%
CC(=O)Nc1cccc(NC(=O)CCn2c(=O)sc3ccccc32)c1	5%	6%	0.9%	-1%	i	-2%	-3%	i	i	?	8%
Cc1c(NS(=O)(=O)c2ccc3c(c2)n(C)c(=O)n3C)c(=O)n(-c2ccccc2)n1C	1%	21%	-1.0%	-2%	i	-3%	-6%	i	i	i	11%
Nc1ccccc1O	-1%	.	?	-2%	.	.	8%	.	.	.	?
CCOC(=O)Cn1cnc2c(nnn2-c2ccc(C)cc2)c1=O	-3%	2%	4.7%	1%	i	2%	-2%	i	i	i	9%
O=c1cc(CSc2ccccn2)c2ccccc2[nH]1	7%	-3%	0.6%	-36%	i	0%	-3%	i	i	i	-3%
CCCCn1c(SCC(=O)N2CC(=O)Nc3ccccc32)nnc1-c1ccoc1C	-4%	-2%	1.5%	-1%	?	1%	-4%	i	i	?	-10%
CC(OC(=O)CCc1nc2ccccc2c(=O)[nH]1)C(=O)NCc1ccc2c(c1)OCO2 (stereo unspecified)	0%	-12%	-0.7%	1%	i	0%	-2%	i	i	?	3%
Cc1cc(Nc2ncc(Cl)cc2Cl)n(-c2ccccn2)n1	-1%	2%	-0.5%[57.5 µM]	-5%	i	3%	0%	i	i	?	-14%
CCCCCCCC/C=C\CCCCCCCC(=O)N(CCO)CCO	5%	.	-0.3%	-23%	.	.	-2%	.	.	.	1.3µM*
COc1cccc(-c2cncnc2NCCc2cnc[nH]2)c1	2%	0%	-1.0%	-3%	i	-3%[9.22 µM]	-1%	i	i	?	0%
COc1ccc(-c2cc(C(F)(F)F)n3nc(C(=O)N4CCOCC4)nc3n2)cc1	-2%	-2%	-0.1%[57.5 µM]	3%	?	-3%	-8%	1.1e-07M*	i	i	7%
COc1ccc(CCNC(=O)COc2nsnc2N2CCOCC2)cc1OC	-7%	8%	0.2%	4%	i	0%	-1%	i	i	i	1%
COc1ccc(Cn2c(=O)c3c(nc(NCCO)n3C)n(C)c2=O)cc1	.	.	.	.	i	-2%[20.6 µM]	.	i	i	i	.
O=c1[nH]c(=O)c2nc3ccccc3nc2[nH]1	-12%	1%	2.1%	-14%	i	1%	-13%	2.1e-07M*	i	6.2e-08M*	5%
COc1ccc(-c2csc(N3CCN(Cc4ccc5c(c4)OCO5)CC3)n2)cc1	-4%	1%	-0.5%	8%	?	-2%	-2%	i	i	?	-11%
COc1ccccc1NC(=O)CSc1nc(O)cc(=O)n1C	-2%	-6%	1.3%	7%	?	-2%	-3%	i	i	?	3%
Cc1cnc(NC(=O)CCCSc2nc3ccccc3s2)s1	-2%	0%	-0.3%	-6%	?	2%	-3%	i	i	i	-2%
Cc1nc2nc(CSc3nc4ccccc4s3)cc(=O)n2[nH]1	2%	-1%	-0.6%[57.5 µM]	-7%	i	0%	0%	i	i	?	-3%
CCN(Cc1ccccc1)C(=O)CC1Oc2ccccc2NC1=O (stereo unspecified)	-2%[2.3 µM]	4%	-1.0%	?	.	.	7%	.	.	.	-18%
CCCCOc1ccc(NC2=NC3(CCCC3)N=C(N)N2)cc1	-7%	-3%	-0.9%	5%	?	-3%	0%	i	i	?	-18%
CC(C)(C)NC(=O)C(c1ccncc1)N(C(=O)c1csnn1)C1CC1 (stereo unspecified)	-2%	-8%	-0.3%	52%[activator]	i	-2%	-15%	8.5e-07M*	i	?	-10%
COC(=O)C1=C(C(=O)c2ccc(C)cc2)C(c2ccc(OC)c(OC)c2)n2nnnc2N1 (stereo unspecified)	-6%	4%	-0.3%	-5%	i	3%	-7%	i	i	i	11%
C=CCn1c(-c2ccoc2)n[nH]c1=S	-2%	0%	-0.3%	?	i	4%	1%	i	i	i	-3%
Cc1nccn1CCc1n[nH]c(=S)n1Cc1ccccc1	-1%	1%	0.8%	-7%	i	2%	1%	i	i	i	2%
COCCNc1ncncc1-c1ccccc1OC	-8%	-2%	0.8%	-21%	i	9%[9.22 µM]	0%	i	i	?	-7%
Cc1ccccc1[C@@H](OCCN(C)C)c1ccccc1	0%[26 µM]	-5%[20.5 µM]	-0.5%[20.6 µM]	6%[25.6 µM]	?	0%[20.6 µM]	-3%[25.6 µM]	?	i	?	7%[25.6 µM]
Cc1cc(N)n2ncc(-c3ccccc3)c2n1	4%	-2%	.	-2%	i	-5%	-4%	?	i	?	?
Fc1ccc(Br)cc1C1C=C(c2ccc(Br)s2)Nc2ncnn21 (stereo unspecified)	-12%	2%	11%	-19%	i	-2%	29%	?	i	?	-2%
COc1ccc(COC(=O)c2ccc(N3CCCC3=O)cc2)cc1F	6%	-13%	-0.7%	7%	i	-1%	0%	i	i	?	-9%
CCc1nnc(NC(=O)C2CC(=O)N(Cc3ccco3)C2)s1 (stereo unspecified)	1%	-3%	-0.2%[57.5 µM]	-4%	?	0%	?	i	i	?	14%
COC(=O)C1C(=O)c2c(n[nH]c2C)CC1(C)C (stereo unspecified)	-1%	-3%	-1.0%	-8%	?	-2%	-4%	i	i	i	4%
c1ccc2nc(C3=NCCN3)cnc2c1	-1%	4%	.	-3%	.	0%	-4%	.	.	.	-8%[25.6 µM]

3 of the entries above in order of the Hsp90 Hop PPI value, low to high:
Molecule	Hsp90 Hop PPI
COc1ccc2nc(NC3=NCCC3)sc2c1	-7%
Cc1nccn1CCc1n[nH]c(=S)n1Cc1ccccc1	-1%
Cc1cc(N)n2ncc(-c3ccccc3)c2n1	4%
